Screening results as filed in PubChem.
SARS 3CLpro inh = SARS-CoV 3CLpro protease inhibition; P0C6X7; AID 1706; inhibition, % at 6 µM; recombinant SARS-CoV 3CLpro, quenched FRET peptide cleavage; 0.14% of 290,000 active; in the data active = inhibition above about 12%
Vc quorum ag = induces V. cholerae light production without autoinducers; V. cholerae BH1578 lux reporter, luminescence, 6 h; activation, % at 18.7 µM; 0.16% of 350,000 active; in the data active = activation mostly above about 9.7%, no sharp cut-off; also: not every result past the cut was called active; inactives centre near 0; reference of the scale not given here
CCHF vOTU inh = blocks the CCHF virus ovarian tumor domain protease; CCHFV vOTU protease, Pep-AMC fluorescence; inhibition, % at 11.5 µM; 0.55% of 370,000 active; AID 651958; in the data active = inhibition above about 30%; also: 0% = vehicle wells with enzyme and 100% = no enzyme wells
Rv3671c protease = Rv3671c (M. tuberculosis) protease inhibition; P9WHR9; inhibition, % at 5.96 µM; 0.048% of 320,000 active; in the data active = inhibition above about 38%;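 also: extracellular domain of Rv3671c used as enzyme; 0% = enzyme with DMSO and 100% = no enzyme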
Target sequence (P9WHR9 whole entry, looked up, the tested form may be a part): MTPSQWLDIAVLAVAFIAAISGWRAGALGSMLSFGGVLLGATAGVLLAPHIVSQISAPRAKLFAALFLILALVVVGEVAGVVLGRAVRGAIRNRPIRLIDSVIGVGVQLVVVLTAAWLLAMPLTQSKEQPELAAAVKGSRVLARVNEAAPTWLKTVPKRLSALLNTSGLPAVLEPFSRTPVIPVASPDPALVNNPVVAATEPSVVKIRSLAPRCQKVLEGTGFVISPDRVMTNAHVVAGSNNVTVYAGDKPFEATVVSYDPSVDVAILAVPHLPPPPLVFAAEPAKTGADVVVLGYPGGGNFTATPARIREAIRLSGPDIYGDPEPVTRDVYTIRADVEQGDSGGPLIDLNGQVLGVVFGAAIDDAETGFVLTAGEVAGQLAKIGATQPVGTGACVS
DUSP3 inh = DUSP3 (human) phosphatase inhibition. recombinant VHR phosphatase, pNPP absorbance. inhibition, % at 13.3 µM. 0.52% of 290,000 active. AID 1654; in the data active = inhibition above about 50%; also: some compounds called inactive have numbers as strong as hits
Target sequence (P51452 whole entry, looked up): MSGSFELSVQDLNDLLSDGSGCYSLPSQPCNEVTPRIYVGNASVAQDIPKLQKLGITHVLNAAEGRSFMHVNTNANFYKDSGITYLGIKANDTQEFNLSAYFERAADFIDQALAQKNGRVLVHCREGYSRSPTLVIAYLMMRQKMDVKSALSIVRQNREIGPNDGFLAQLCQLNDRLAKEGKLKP
SSB-PriA inh = inhibitors of Klebsiella pneumoniae PriA binding to SSB C-terminal tail | AlphaScreen SSBct-PriA binding, biotinylated peptide | inhibition, % at 33 µM | 0.6% of 430,000 active | AID 1272365; in the data active = inhibition mostly above about 37%, no sharp cut-off; inactive = mostly below about 20%;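 also: plate controls were negative control peptide for no effect and reference peptide for full effect; strong numbers were not always called active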
Y pestis TopoI = blocks Yersinia pestis topoisomerase I activity; Y. pestis Topo-I cleavage product accumulation, plate reader; activity, % at 10 µM; 0.064% of 360,000 active; AID 504884; in the data active = activity above about 50%, passing the limit was not always enough; also: inactives centre near 2
TcdB inh = inhibitors of Clostridioides difficile toxin B glycohydrolase; TcdB glycohydrolase enzymatic assay, plate reader; inhibition, % at 9.99 µM; 0.24% of 350,000 active; AID 652162; in the data active = inhibition above about 10%
PrPC TRFRET = inhibitors of human cell surface prion protein PrPC. AID 720596. TR-FRET read-out. inhibition, % at 13.8 µM. P04156. 0.43% of 370,000 active; in the data active = inhibition above about 24%; also: 0% = median of the test wells and 100% = reference compound wells
MazEF act = increases E. coli MazEF RNase cleavage of RNA | P0AE70 | FAM/BHQ RNA-DNA oligo cleavage fluorescence, 5 h | activation, % at 20 µM | 0.32% of 350,000 active; in the data active = activation above about 50%
Target sequence (P0AE70 whole entry, looked up): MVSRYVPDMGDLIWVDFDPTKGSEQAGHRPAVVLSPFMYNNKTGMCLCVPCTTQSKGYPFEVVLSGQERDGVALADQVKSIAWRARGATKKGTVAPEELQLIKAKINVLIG
* marks the source's active call; other numbers are inactive results; i = inactive; . = no result given.

SMILES | SARS 3CLpro inh | Vc quorum ag | CCHF vOTU inh | Rv3671c protease | DUSP3 inh | SSB-PriA inh | Y pestis TopoI | TcdB inh | PrPC TRFRET | MazEF act
C=CCn1c(SCC(=O)c2ccc(OC)cc2)nnc1-c1cc2cccc(OC)c2o1 | 4 | i | 14 | 4 | 0 | -14 | 67* | . | 12 | -22
CCN(C(=O)c1cc(S(=O)(=O)N2CCOCC2)cn1C)c1cccc(C)c1 | -5 | -0.9 | 2 | -3 | 21 | -5 | 1 | 0.6 | -4 | 3
COc1ccc(NC(=O)Nc2cccc(Cl)c2Cl)c(OC)n1 | -4 | i | -10 | -2 | 13 | -14 | -8 | 0.9 | 16 | 1
CCOC(=O)C1CCN(Cc2cc(=O)oc3cc(C)ccc23)CC1 | -5 | i | 10 | -13 | 11 | -7 | -1 | 0.8 | -2 | 10
Cc1ccccc1NS(=O)(=O)c1ccc(C(=O)N2CCN(c3ccccn3)CC2)cc1 | 2 | -0.4 | -8 | -3 | -4 | -1 | 18 | 1.3 | 6 | 5
Cc1cc2c(ncn2C)c(NS(=O)(=O)c2ccc(Cl)cc2)c1C | 3 | -0.5 | -1 | 4 | 12 | -4 | 0 | 4.3 | 3 | 1
CCOC(=O)c1sc(NC(=O)C(CC)Sc2nc3ccccc3[nH]2)nc1C (configuration not stated) | 0 | i | 11 | -9 | . | -11 | -21 | . | -2 | 2
Cc1ccc(C(=O)O)cc1-c1ccc(C=C2C(=O)c3ccccc3C2=O)o1 | -5 | -0.2 | -15 | -9 | 10 | -8 | 2 | 0.0 | 1 | -121
Fc1ccc(-c2nnn(Cc3ccccc3Cl)n2)cc1 | -3 | -6.2 | -2 | -8 | -14 | -24 | 4 | 1.6 | 13 | -5
NNC(=O)C1CC1c1ccccc1 (configuration not stated) | 5 | -0.4 | -1 | -14 | 18 | 3 | 11 | -3.7 | 7 | 9
CN(C)CCCN(C(=O)COc1ccccc1)c1nc2ccc(F)cc2s1 | -1 | i | -9 | 9 | 11 | 9 | -19 | 1.0 | -3 | 2
CNC(=O)/C(=C\c1ccc([N+](=O)[O-])cc1)NC(C)=O | 4 | -4.5 | 11 | 2 | 21 | -1 | -4 | . | -22 | 5
Cc1ccc2c(c1)N(CCC(=O)NCCN1CCOCC1)C(=O)CO2 | 0 | -11 | -10 | 0 | 6 | 0 | 0 | . | -4 | 3
CCOC(=O)/C=C1\CC(C(=O)OCC)Oc2ccccc21 (configuration not stated) | . | -1.6 | -4 | . | . | -14 | 12 | 2.4 | 5 | 0
O=C(c1ccccc1O)N1N=C(c2ccccc2)CC1(O)C(F)(F)F (configuration not stated) | 0 | . | -2 | 9 | 16 | -6 | 0 | 0.1 | -2 | 0
O=C(NC1CCCCCCC1)C1=COCCO1 | 1 | -5.6 | -4 | -10 | 5 | -12 | 0 | . | -6 | 3
CCCC(=O)Nc1cc(OC)c(NC(=S)Nc2ccc(CC)cc2)cc1OC | . | -0.4 | 11 | . | . | 13 | -8 | -0.2 | -1 | 5
C[C@]12C=C[C@H](O)CC1=CCC1C2CC[C@@]2(C)C1CCC21OCCO1 (some centres not stated) | . | -0.8 | 1 | -11 | . | -16 | 4 | -0.6 | 6 | 3
Cn1c(N)c(C(=O)COC(=O)/C=C/c2cccc(F)c2)c(=O)n(C)c1=O | . | i | 12 | 3 | . | 11 | 2 | 0.1 | 8 | 8
COc1ccccc1CNc1ncnc2cc(Cl)ccc12 | 0 | i | -16 | . | 41 | 4 | 9 | 1.3 | 5 | 4

An excerpt from above in order of length of the SMILES, ascending:
SMILES | SARS 3CLpro inh | Vc quorum ag | CCHF vOTU inh | Rv3671c protease | DUSP3 inh | SSB-PriA inh | Y pestis TopoI | TcdB inh | PrPC TRFRET | MazEF act
Cc1ccc2c(c1)N(CCC(=O)NCCN1CCOCC1)C(=O)CO2 | 0 | -11 | -10 | 0 | 6 | 0 | 0 | . | -4 | 3
CN(C)CCCN(C(=O)COc1ccccc1)c1nc2ccc(F)cc2s1 | -1 | i | -9 | 9 | 11 | 9 | -19 | 1.0 | -3 | 2
O=C(c1ccccc1O)N1N=C(c2ccccc2)CC1(O)C(F)(F)F (configuration not stated) | 0 | . | -2 | 9 | 16 | -6 | 0 | 0.1 | -2 | 0

The results go on.
SMILES | SARS 3CLpro inh | Vc quorum ag | CCHF vOTU inh | Rv3671c protease | DUSP3 inh | SSB-PriA inh | Y pestis TopoI | TcdB inh | PrPC TRFRET | MazEF act
CCOc1ccc(CCNC(=O)c2ccc3c(=O)[nH]c4c(C(=O)NC(C)C)sc(=S)n4c3c2)cc1 | -4 | -0.2 | 10 | -10 | -10 | -9 | 3 | 0.1 | -1 | -8
Cc1ccccc1NC(=O)c1ccc2nccnc2c1 | -1 | 0.8 | -11 | 3 | -10 | -8 | 0 | 0.8 | -3 | 5
CCOC(=O)CSc1nc(C)nc2c1sc1nc(C)c(C(C)=O)c(-c3ccc(OC)cc3)c12 | -1 | -0.2 | 0 | -2 | -2 | -2 | 0 | -0.3 | 1 | -5
CC(C)[C@H](NC(=O)NCc1cccs1)C(=O)O | -2 | i | 1 | 0 | 8 | -20 | -3 | . | 3 | -2
O=C(COc1ccccc1O)c1cccs1 | 7 | -0.5 | -6 | -3 | 3 | -6 | -5 | . | -1 | -5
CCCCN(C)C(=O)CCC(=O)Nc1ccc2nc(N3CCOCC3)cc(C)c2c1 | -4 | -0.3 | -82 | -3 | 26 | 0 | 20 | . | -2 | -3
CCn1cc(C(=O)OCC(=O)Nc2cccc(C)c2)c(=O)c2ccc(C)nc21 | 5 | i | -2 | 1 | 7 | -8 | 15 | 0.4 | -3 | 2
COc1ccc(CCC(=O)N2CCN(c3ccc(OC)cc3)CC2)cc1 | 4 | -1.4 | -6 | . | 25 | 6 | 4 | 4.2 | 11 | 3
COc1ccc(NC(=O)CCNC(=O)N2CC(=O)Nc3ccccc32)cc1OC | . | -0.3 | -4 | . | . | . | -3 | 2.0 | -7 | 2
CCC(C)NC(=O)CS(=O)Cc1nc(-c2ccccc2C)oc1C (configuration not stated) | 1 | -1.6 | 6 | 3 | -12 | -8 | 1 | -0.9 | -7 | -1
COC(=O)CSc1c(-c2ccccc2)c2cc(Cl)ccc2[nH]c1=O | -9 | -0.4 | 17 | -1 | 29 | -7 | 27 | . | -4 | 2
COCCCNc1nc2c(c(=O)[nH]c(=O)n2C)n1CCCc1ccccc1 | -5 | i | 8 | 6 | 11 | -13 | -6 | . | 7 | -2
O=C(O)c1ccccc1-c1ccccc1C(=O)Nc1cccc(-c2nc3ccccc3o2)c1 | 2 | 1.6 | 10 | -1 | 2 | 1 | 0 | -3.8 | 8 | -6
CN(CCC1CCCCO1)C(=O)CCc1nnc(CCc2ccccc2)o1 (configuration not stated) | 0 | -0.6 | -5 | -2 | 14 | 2 | 2 | 0.7 | -4 | 3
CCc1ccc(OCCCCCn2ccnc2)cc1 | 6 | -0.6 | 3 | . | 13 | -6 | 5 | 0.6 | 8 | -5
N#CC(C#N)=NNc1ccc([N+](=O)[O-])cc1 | -2 | -0.4 | 7 | 10 | 0 | 36 | -6 | 0.1 | -57 | -11
O=C(CSC1c2ccccc2C(=O)N1c1ccccc1)N1CCOCC1 (configuration not stated) | 3 | 0.3 | -3 | 5 | 4 | -21 | 6 | 1.6 | 0 | 7
Cc1ccccc1OCc1nnc(SCC(=O)Nc2ccc3nc(SCC(=O)Nc4ccccc4)sc3c2)n1C | 1 | i | 22 | -115 | -3 | -2 | -2 | . | 3 | -16
COc1ccc2oc3cc(C)[n+]([O-])c(-c4ccc(C)cc4)c3c2c1 | -3 | -0.6 | -10 | 4 | -1 | -9 | 0 | . | -4 | 7
COc1ccc(N2C(=O)C(F)(F)C2c2cccc(F)c2)cc1 (configuration not stated) | 2 | -0.3 | -7 | 0 | -2 | -12 | 0 | 1.8 | 7 | 6

Structural class, those above with a thiophene ring, fused or not
SMILES | SARS 3CLpro inh | Vc quorum ag | CCHF vOTU inh | Rv3671c protease | DUSP3 inh | SSB-PriA inh | Y pestis TopoI | TcdB inh | PrPC TRFRET | MazEF act
CCOC(=O)CSc1nc(C)nc2c1sc1nc(C)c(C(C)=O)c(-c3ccc(OC)cc3)c12 | -1 | -0.2 | 0 | -2 | -2 | -2 | 0 | -0.3 | 1 | -5
CC(C)[C@H](NC(=O)NCc1cccs1)C(=O)O | -2 | i | 1 | 0 | 8 | -20 | -3 | . | 3 | -2
O=C(COc1ccccc1O)c1cccs1 | 7 | -0.5 | -6 | -3 | 3 | -6 | -5 | . | -1 | -5

(further entries)
SMILES | SARS 3CLpro inh | Vc quorum ag | CCHF vOTU inh | Rv3671c protease | DUSP3 inh | SSB-PriA inh | Y pestis TopoI | TcdB inh | PrPC TRFRET | MazEF act
Cc1cc(C(=O)N/N=C/c2ccc(-c3cccc([N+](=O)[O-])c3)o2)n[nH]1 | -12 | -0.3 | 5 | 6 | 30 | . | -2 | -0.2 | -9 | 5
CC(=O)Nc1cc(-c2ccccc2)cn2c(-c3cccc(C(C)=O)c3)cnc12 | . | -0.2 | 2 | . | . | . | 49 | 0.2 | 9 | .
COc1cccc(OC)c1C(=O)Nc1ccc(C(=O)c2ccncc2)cc1 | . | i | 1 | 5 | . | 2 | -2 | -0.6 | -5 | 2
Cc1ccccc1C(=O)NCC(=O)NC1CC1 | . | -1.0 | 11 | -13 | . | 3 | 7 | -2.5 | 7 | 1
CCCCn1c(N)c(N(CCC(C)C)C(=O)COC(=O)Cc2ccc(Cl)cc2)c(=O)[nH]c1=O | . | -0.7 | 12 | . | . | -16 | 11 | -0.2 | 0 | -2
COc1cc(C(=O)NNC(=O)C2CSC3(C)CCC(=O)N23)cc(OC)c1OC (configuration not stated) | . | i | 8 | -4 | . | -3 | -4 | 1.3 | 1 | 3
Cc1c(C(=O)N(Cc2ccccc2)Cc2cccs2)cnn1-c1ccc(Cl)cc1 | -2 | i | 11 | 1 | 17 | -6 | 2 | 2.3 | 8 | 4
Cc1csc(C(C)N(C)C(=O)CCc2nnc(CCc3ccccc3)o2)n1 (configuration not stated) | 0 | i | 12 | 1 | 21 | -11 | -4 | 1.4 | 4 | -3
O=C1CN(C(=O)CN2CCCC2)C(c2ccccc2)c2cc(Br)ccc2N1 (configuration not stated) | 5 | 2.1 | -19 | -9 | -1 | 8 | 2 | . | -2 | 6
C[C@@H]1CN([C@H](C)CO)C(=O)c2cc(C#C[C@@H](C)O)cnc2O[C@H]1CN(C)C(=O)c1ccc(F)cc1 | . | -0.4 | -6 | . | . | . | 8 | -0.3 | -3 | 10
COc1ccc(Nc2nc(C)cc(C)c2C#N)c(OC)c1 | 2 | i | 3 | -7 | 10 | 6 | 2 | -0.1 | -9 | 3
O=C(CN(Cc1ccccc1)C(=O)CCC(=O)Nc1nccs1)NCc1ccccc1 | -2 | -0.1 | 6 | 4 | -36 | -1 | 9 | 0.1 | 4 | 1
CCN(Cc1nc2ccccc2c(=O)[nH]1)C(=O)COc1ccccc1-c1ccccc1 | . | -1.3 | 1 | -1 | . | 3 | 22 | -3.9 | 3 | -7
OC(CNCc1ccc(-c2ccccc2)cc1)c1ccccc1 (configuration not stated) | -1 | -0.5 | 9 | -1 | 30 | -3 | -3 | 1.3 | -5 | 0
COc1ccc(C(=O)c2c(C)c3cc(C)ccc3n2CC(O)CN2CCOCC2)cc1 (configuration not stated) | -1 | -0.7 | -4 | -2 | 8 | 4 | 17 | 2.9 | -9 | 6
C[n+]1cnn2c1SCC1(COC1)C2 | 0 | 5.0 | -13 | 5 | 26 | 2 | 2 | . | -1 | -7
CC(C)(C)c1ccc(-n2nc(C(N)=O)c(O)cc2=O)cc1 | 1 | -0.2 | 12 | 1 | 35 | -17 | 7 | 0.7 | -3 | -4
O=c1[nH]c2ccccc2c2nc3ccccn3c12 | -4 | i | -5 | -7 | 14 | -15 | -4 | . | 4 | 7
CCOC(=O)CNC(=O)CSc1nc2nc(C)c(Br)cc2[nH]1 | 0 | -0.7 | 8 | 6 | 10 | -3 | -7 | . | 0 | 8
c1cc2c(cc1-c1[nH]ncc1CN1C[C@H]3CC[C@H]1C3)OCO2 | 3 | -0.4 | -3 | -11 | 8 | -6 | 8 | 0.2 | 2 | 6
Cc1cccc(NC(=O)[C@H](C)NC(=O)[C@@H]2Cc3ccccc3CN2C(=O)OC(C)(C)C)c1 | 5 | -0.3 | 10 | -3 | -9 | -7 | 16 | 1.3 | 12 | 8

The list is partial; the hit share may differ from the screen's.
